PLC-beta3 inh – blocks human PLC-beta3 enzyme activity. Purified PLC-beta3, fluorogenic substrate, fluorescence. 370,000 tested, 0.18% active. AID 720704. inhibition, % at 12.2 µM. Q01970; in the data active = inhibition above about 11%;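 note: 0% = median of compound wells on plate and 100% = full blocker control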
ARFGAP1 inhibitor – inhibits rat ARF GTPase activating protein 1 | Arfgap1-stimulated ARF1 GTP hydrolysis, GDP FP detection | inhibition, % at 16.5 µM | 360,000 tested, 0.26% active | AID 651572;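 active = inhibition above a per-plate limit, mean inhibition of low control wells plus 3 SD, cut at about 25% in these data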;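 note: 0% = DMSO wells with enzyme and 100% = wells lacking Arfgap1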
Target sequence (Q62848 1-136 limits assumed): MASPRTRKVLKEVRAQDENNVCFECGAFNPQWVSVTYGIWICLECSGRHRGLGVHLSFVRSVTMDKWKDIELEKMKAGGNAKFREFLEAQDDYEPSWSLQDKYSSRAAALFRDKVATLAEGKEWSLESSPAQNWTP
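material = rat Arfgap1 catalytic domain, aa 1-136 | also added = human ARF1(Δ1-17)-GTP substrate | compound dosing = one concentration, 16.5 µM, DMSO 1.26% | times = GTP hydrolysis reaction 2 h at 25 °C | measured by = FP, GDP Alexa 633 tracer displaced from anti-GDP antibody, 620/688 nm | evaluation = percent inhibition of Arfgap1-stimulated GTP hydrolysis | replication = single well per compound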
KLK7 zymogen act – proKLK7 (human) activation, primary screen. P49862. purified proKLK7, EDANS-DABCYL substrate fluorescence; 100% is mature enzyme control, 0% vehicle. activation, % at 7 µM. 370,000 tested, 0.9% active;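 active = activation above the mean of all tested compounds plus 3 SD, computed per campaign excluding outliers beyond control limits, cut at about 13% in these data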
Tn7 DDE FP – disrupts Tn7 cyclic peptide binding to fibrin D-Dimer-E complex; FP displacement of FITC-Tn7 peptide from fibrin DD(E); 0% = median of compound wells per plate; P02675; inhibition, % at 8.3 µM; 370,000 tested, 0.13% active;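 active = inhibition above the mean of compounds falling within the control limits plus 3 SD of them, cut at about 14% in these data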;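 note: 0% = plate median of compound wells and 100% = 10 µM Aha-Tn7 peptide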
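Assay system: human fibrin DD(E). Input: DD(E) 2 µM final. Medium: Tris buffer with calcium and detergent, pH 7.8. Compound dosing: single point at 8.3 µM. Timing: 10 min plus 3 h, room temperature. Technique: fluorescence polarization of the labelled Tn7 tracer. Read-out: percent inhibition. Replicates: singlicate testing.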
DDE Tn6 FP inh – disrupts Tn6 cyclic peptide binding to fibrin D-Dimer-E complex; inhibition, % at 8.3 µM; AID 720509; P02675; Fibrin DD(E) TRITC-Tn6 fluorescence polarization displacement; 370,000 tested, 0.21% active;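 active = inhibition above a per-campaign cutoff: mean of compounds within control limits plus 3 SD, cut at about 15% in these data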;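 note: 0% = median of all compound wells on the plate and 100% = blocking peptide control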
ASAP1 GAP inh – inhibitors of human ASAP1 ArfGAP activity. 360,000 tested, 0.19% active. Q9ULH1. ASAP1-stimulated ARF1 GTP hydrolysis, GDP FP detection. inhibition, % at 16.5 µM; in the data active = inhibition above about 25%;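 note: 0% = vehicle with enzyme and substrate and 100% = no enzyme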
ADAM17 inh – inhibits human ADAM17. P78536. recombinant ADAM17, EDANS/DABCYL FRET peptide cleavage. inhibition, % at 6.95 µM. 370,000 tested, 0.83% active;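 active = inhibition above the mean of compounds lying between control limits plus 3 SD, set per campaign, cut at about 8.5% in these data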;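 note: 0% = DMSO-only wells as the low control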
MBD2 DNA inh – MBD2-methylated oligo binding inhibition; Q9UBB5; 370,000 tested, 0.31% active; inhibition, % at 4.4 µM; TR-FRET, MBD2 binding to methylated oligonucleotide; in the data active = inhibition above about 13%
UHRF1 MBD2 ctr – UHRF1 methyl-DNA binding inhibition; Q96T88; UHRF1 binding to methylated oligo, TR-FRET; inhibition, % at 4.4 µM; 370,000 tested, 0.75% active; AID 687016; in the data active = inhibition above about 21%;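 note: UHRF1 SRA domain binding a hemimethylated CpG hairpin DNA probe; 0% = median of test compound wells and 100% = reference inhibitor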
Target sequence (Q96T88 whole entry, looked up, the tested form may be a part): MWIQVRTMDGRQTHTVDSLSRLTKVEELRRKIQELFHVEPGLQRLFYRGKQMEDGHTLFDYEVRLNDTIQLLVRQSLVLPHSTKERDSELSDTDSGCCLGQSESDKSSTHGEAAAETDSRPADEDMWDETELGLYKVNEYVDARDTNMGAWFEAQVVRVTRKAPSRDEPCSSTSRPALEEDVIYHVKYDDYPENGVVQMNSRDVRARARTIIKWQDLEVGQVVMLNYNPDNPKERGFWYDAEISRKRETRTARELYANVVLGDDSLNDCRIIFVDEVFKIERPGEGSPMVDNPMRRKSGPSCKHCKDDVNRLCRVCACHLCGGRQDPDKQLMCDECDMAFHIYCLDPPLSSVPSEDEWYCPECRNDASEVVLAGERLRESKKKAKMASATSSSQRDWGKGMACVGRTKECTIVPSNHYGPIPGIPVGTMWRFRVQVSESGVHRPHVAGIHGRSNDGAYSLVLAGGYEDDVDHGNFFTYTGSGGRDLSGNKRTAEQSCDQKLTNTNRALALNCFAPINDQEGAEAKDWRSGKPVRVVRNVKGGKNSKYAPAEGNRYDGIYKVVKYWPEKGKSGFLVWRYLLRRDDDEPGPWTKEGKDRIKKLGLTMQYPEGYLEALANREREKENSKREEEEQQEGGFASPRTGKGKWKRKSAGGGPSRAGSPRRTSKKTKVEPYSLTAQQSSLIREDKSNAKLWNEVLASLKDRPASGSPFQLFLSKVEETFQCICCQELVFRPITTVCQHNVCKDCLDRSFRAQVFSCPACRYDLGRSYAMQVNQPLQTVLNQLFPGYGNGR
PLCg1 inh – inhibitors of human phospholipase C gamma1. 370,000 tested, 0.84% active. inhibition, % at 12.2 µM. P19174. AID 720700. purified PLC-gamma1, fluorogenic substrate, fluorescence; in the data active = inhibition above about 9.5%
Starred values were filed as active, the others as inactive; i = inactive; . = no result given; & = joins results of further samples.

SMILES	PLC-beta3 inh	ARFGAP1 inhibitor	KLK7 zymogen act	Tn7 DDE FP	DDE Tn6 FP inh	ASAP1 GAP inh	ADAM17 inh	MBD2 DNA inh	UHRF1 MBD2 ctr	PLCg1 inh
COc1ccc(-c2cc(C(F)(F)F)c(C#N)c(=O)[nH]2)cc1	-284	-9	17*	5	2	0	i	-5	2	-207
Cc1cc(N)cc(C)c1-c1c(Br)cc(N)cc1Br	-1	-8	0.7	4	-5	-10	2	-3	2	-4
Cc1ccc(-c2cc(C(=O)N/N=C/C(Br)=C/c3ccccc3)n[nH]2)o1	-11	5	0.4	-9	4	5	4	-6	0	0
CCc1nc2oc3ccccc3c(=O)c2c(=O)n1Cc1ccc(OC)cc1	1	3	0.2	2	3	-14	-4	2	3	0
CN1CCCCC(NC(=O)CCCl)C1=O (stereo not given)	-2	-6	-0.4	3	8	8	-4	2	1	0
COc1ccc2c(CC(=O)OCC(=O)Nc3sc4c(c3C#N)CCC(C)C4)coc2c1 (stereo not given)	1	-11	-0.7	3	5	1	1	-1	41*	-4
CC(Sc1nnc(NC2CCCCC2)s1)C(=O)Nc1ccc2c(c1)C(=O)c1ccccc1C2=O (stereo not given)	2	-12	0.2	-1	4	2	2	3	2	2
O=C(NC12CC3CC(CC(C3)C1)C2)c1ccccc1	3	-10	-0.7	2	1	1	-2	4	-1	-2
O=[N+]([O-])c1cccc(-c2noc(-c3cccs3)n2)c1	-6	-1	-0.1	7	-3	6	-5	7	5	-1
CN1CCN(C(=O)C2CC(c3ccc(F)cc3)=NO2)CC1 (stereo not given)	5	9	0.1	-1	0	-9	0	-1	-1	0
Nc1ccc(S(=O)(=O)Nc2cnc3ccccc3n2)cc1	4&-5	-3&-6	-0.1&0.2	-3&-4	5&2	-7&6	-3&-3	-3&2	-1&0	5&5
CC(C)C[C@H](NC(=O)c1ccc(Cl)c(Cl)c1)C(=O)N1CCC[C@H]1C(=O)NCc1ccccc1	2	-6	1.0	5	4	-3	0	1	1	4
O=C(NCCc1ccccc1)C1CCCN1S(=O)(=O)c1ccc(F)cc1 (stereo not given)	12*	-1	-0.1	-6	1	1	5	-8	1	8
CC(=O)Nc1ccc(Br)cc1C(=O)C(=O)O	0	6	0.1	-1	1	4	-1	1	1	1
CCc1nc(Nc2ccc3c(c2)OCCO3)c2oc3ccccc3c2n1	-159	2	2.4	-5	0	3	-8	-4	0	-152
CCCCN(C(=O)C1CCN(C(=O)c2ccccc2C)CC1)c1c(N)n(CC(C)C)c(=O)[nH]c1=O	-2	6	-0.2	-8	1	11	2	3	2	4
Cc1cccc2cc(C(c3nnnn3Cc3ccccc3)N3CCN(c4ccccc4)CC3)c(=O)[nH]c12 (stereo not given)	-11	4	-0.2	1	-3	8	-3	-1	-7	-6
NC(=O)C1CCN(C(=O)c2ccc(NC3=NC4CS(=O)(=O)CC4S3)cc2)CC1 (stereo not given)	4	1	0.1	-7	-1	-5	0	-2	1	3
OC1(C(F)(F)F)CC(O)(C(F)(F)F)n2nc(-c3ccccc3)cc2N1 (stereo not given)	-1	-4	0.9	7	-2	-15	2	-1	-6	0
O=C(Nc1ccccc1)N1CCCN(c2ccc(C(F)(F)F)cc2[N+](=O)[O-])CC1	-6	-5	0.0	6	-7	-1	0	1	-1	-2
O=C(c1ccccc1)c1cc2cc(Cl)ccc2[nH]1	-32	2	-0.8	4	-1	6	-4	0	1	-24
O=C(Nc1ccc(Nc2ccccc2)cc1)C(Cl)Cl	1	3	-0.3	5	-2	-4	0	1	-4	1
Cc1cccc(Cl)c1OCCCn1ccnc1	-6	5	0.2	0	-1	0	-4	-3	1	3
Cc1nn(-c2ccc(F)cc2)c(Cl)c1/C=C(/CC(=O)O)c1nc2ccccc2s1	-8	9	0.8	3	-3	1	-3	0	-2	-7
NC(=O)/C(=C/c1ccc2c(c1)OCO2)NC(=O)c1ccco1	-2	0	1.0	-5	4	17	-4	0	0	0

One compound at a time, from the list above. Values in the order: PLC-beta3 inh, ARFGAP1 inhibitor, KLK7 zymogen act, Tn7 DDE FP, DDE Tn6 FP inh, ASAP1 GAP inh, ADAM17 inh, MBD2 DNA inh, UHRF1 MBD2 ctr, PLCg1 inh
COc1ccc(-c2cc(C(F)(F)F)c(C#N)c(=O)[nH]2)cc1 is listed as -284, -9, 17*, 5, 2, 0, i, -5, 2, -207
O=C(Nc1ccccc1)N1CCCN(c2ccc(C(F)(F)F)cc2[N+](=O)[O-])CC1 is listed as -6, -5, 0.0, 6, -7, -1, 0, 1, -1, -2
CCc1nc(Nc2ccc3c(c2)OCCO3)c2oc3ccccc3c2n1 is listed as -159, 2, 2.4, -5, 0, 3, -8, -4, 0, -152

Fetched by compound from above:
SMILES	PLC-beta3 inh	ARFGAP1 inhibitor	KLK7 zymogen act	Tn7 DDE FP	DDE Tn6 FP inh	ASAP1 GAP inh	ADAM17 inh	MBD2 DNA inh	UHRF1 MBD2 ctr	PLCg1 inh
CC(=O)Nc1ccc(Br)cc1C(=O)C(=O)O	0	6	0.1	-1	1	4	-1	1	1	1
CC(Sc1nnc(NC2CCCCC2)s1)C(=O)Nc1ccc2c(c1)C(=O)c1ccccc1C2=O (stereo not given)	2	-12	0.2	-1	4	2	2	3	2	2
CC(C)C[C@H](NC(=O)c1ccc(Cl)c(Cl)c1)C(=O)N1CCC[C@H]1C(=O)NCc1ccccc1	2	-6	1.0	5	4	-3	0	1	1	4
COc1ccc(-c2cc(C(F)(F)F)c(C#N)c(=O)[nH]2)cc1	-284	-9	17*	5	2	0	i	-5	2	-207

The list goes on:
SMILES	PLC-beta3 inh	ARFGAP1 inhibitor	KLK7 zymogen act	Tn7 DDE FP	DDE Tn6 FP inh	ASAP1 GAP inh	ADAM17 inh	MBD2 DNA inh	UHRF1 MBD2 ctr	PLCg1 inh
O=C(CSc1nnnn1-c1ccc2c(c1)OCCO2)N1CCc2ccccc21	2	5	-0.2	2	3	0	-4	2	0	-1
COC(=O)c1c(NS(=O)(=O)c2cccs2)sc2c1CCCC2	-4	-3	-0.1	9	4	4	-5	6	13	-2
Nc1c(C(=O)CSc2nccn2-c2cccc(F)c2)c(=O)[nH]c(=O)n1C1CC1	-5	1	-0.2	-4	5	-3	-6	4	0	0
Cc1ccc(OCC(=O)NNC(=O)c2ccc(-n3cncn3)c([N+](=O)[O-])c2)cc1	-6	7	-0.2	-3	2	0	3	-2	0	1
CCN(CC)c1ccc(S(=O)(=O)N2CCOCC2)cc1NC(=O)CSc1nnc(N)s1	-11	-9	-0.7	0	-1	-10	2	-3	-3	-5
Cc1ccc(O)c(CCc2ccccc2)n1	-8	3	-0.2	0	1	7	-19	-7	1	-9
CC(=O)Nc1ccc(S(=O)(=O)N2CCC(C(=O)NCCC(=O)Nc3nccs3)CC2)cc1	-10	3	-0.4	-4	-8	-5	-6	3	0	0
Cc1ccc(NC(=O)C2CCCN(c3ncnc4c3nc3n4CCCCC3)C2)cc1Cl (stereo not given)	-8	7	-0.5	4	1	-14	-4	4	11	2
CC(C)(C)NS(=O)(=O)c1ccc(NC(=S)NC(=O)C2CC2)cc1	-2	11	0.1	-2	4	-2	0	1	-3	1
Cc1cc(C)nc(SCc2nc3ncccn3c2Br)n1	i	0	5.5	-2	-2	5	-238	0	3	-437
O=C1Nc2ccc([N+](=O)[O-])cc2OC1CCN1CCN(c2ccccc2)CC1 (stereo not given)	-3	9	0.4	-5	6	17	-2	1	-1	2
CCOCCn1c(-c2ccc(OC)cc2)nc2ccccc21	5	0	-0.6	-3	2	4	2	-5	2	4
COc1cc([N+](=O)[O-])cc2cc(C(=O)N3CCN=C3c3ccccc3)c(=O)oc12	-7	-8	-0.5	-7	0	5	-4	3	0	0
Cc1cc(C)c(C)c(Cn2c(CO)nc3ccccc32)c1C	3	7	0.2	-8	7	-20	3	1	-3	0
CCOc1cc(CN2CCN(S(=O)(=O)Cc3ccccc3)CC2)ccc1OC	1	9	-0.5	2	-8	6	2	1	1	4
CC1CCN(C(=S)Nc2cccc(S(=O)(=O)N(C)C)c2)CC1	-1	9	0.6	-4	6	0	-2	5	4	1
Cc1cccc(/C(N)=N/OC(=O)c2ccc(F)cc2)c1	3	14	-0.3	5	0	-10	-2	2	6	-4
O=C(O)c1ccccc1NS(=O)(=O)c1cccc2cccnc12	11*	-4	-0.2	-2	-2	8	0	-5	5	8
COc1ccc(NC(=O)N(C)C[C@H]2OCCCC[C@@H](C)Oc3ccc(N(C)C)cc3C(=O)N([C@H](C)CO)C[C@@H]2C)cc1	-33	-9	0.7	-3	2	-2	-6	-3	0	-22
O=C(C(=O)N1CCC(CNS(=O)(=O)c2ccc(F)cc2)CC1)c1cccs1	-1	2	0.4	4	1	-6	-4	2	3	2
Cc1c(F)cccc1NS(=O)(=O)c1ccc(N2CCCC2=O)cc1	-6	-6	-0.1	6	-4	-2	0	-7	-6	-1
CC(C)CN1CCNC(=O)C1CC(=O)NCCc1ccc(C(F)(F)F)cc1 (stereo not given)	-19	-4	1.2	3	11	1	-10	3	5	-24
CC(=O)Nc1cccc(NC(=O)c2cccc(OCc3ccccc3)c2)c1	-5	8	0.4	-2	8	9	0	1	2	4
O=C(N/N=C\c1ccc(Cl)cc1)c1sccc1-n1cccc1	-11	1	0.3	6	-2	0	-4	0	-2	-8
COC(=O)c1ccc(NC(=S)NCCCN2CCCC2=O)cc1	-4	-1	-0.6	-3	-7	-6	-2	6	2	1
CCCC[C@H](C(=O)N(CC)c1ccccc1)[C@@H](O)c1ccc(Cl)cc1	4	.	0.8	4	0	.	3	4	-1	1
Cc1ccccc1N(C(=O)CNC(=O)c1cccs1)C(C(=O)NC1CCCC1)c1ccncc1 (stereo not given)	-6	-11	-0.1	-3	-8	4	-2	2	1	3

Compounds shown so far that have a COOH group:
SMILES	PLC-beta3 inh	ARFGAP1 inhibitor	KLK7 zymogen act	Tn7 DDE FP	DDE Tn6 FP inh	ASAP1 GAP inh	ADAM17 inh	MBD2 DNA inh	UHRF1 MBD2 ctr	PLCg1 inh
CC(=O)Nc1ccc(Br)cc1C(=O)C(=O)O	0	6	0.1	-1	1	4	-1	1	1	1
Cc1nn(-c2ccc(F)cc2)c(Cl)c1/C=C(/CC(=O)O)c1nc2ccccc2s1	-8	9	0.8	3	-3	1	-3	0	-2	-7
O=C(O)c1ccccc1NS(=O)(=O)c1cccc2cccnc12	11*	-4	-0.2	-2	-2	8	0	-5	5	8
